hcDAF-12 act: activates DAF-12 receptor from parasite H. contortus | activation, % at 6.8 µM | actives 1.4% (n = 370,000) | HEK293 hcDAF-12 lit1-tk-luc reporter, luminescence; 0% DMSO, 100% Δ7-dafachronic acid;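 active = activation above the mean of all tested compounds plus 3 SD, cut at about 5.5% in these data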;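 also: 100% = response to 3 µM Δ7-dafachronic acid high control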
ADAM17 inh: inhibitors of human ADAM17; P78536; recombinant ADAM17, EDANS/DABCYL FRET peptide cleavage; actives 0.83% (n = 370,000); inhibition, % at 6.95 µM;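 active = inhibition above the mean of compounds lying between control limits plus 3 SD, set per campaign, cut at about 8.5% in these data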;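 also: 0% = DMSO-only wells as the low control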
ADAM10 inh: ADAM10 inhibition, QFRET primary screen | recombinant ADAM10, EDANS/DABCYL FRET peptide cleavage, 3 h | inhibition, % at 7 µM | actives 0.62% (n = 370,000);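 active = inhibition above a per-campaign cutoff equal to the mean of compounds falling between control-based bounds plus 3 SD, cut at about 20% in these data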;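 also: 0% = DMSO wells while the 100% control is not disclosed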
DAX1 inh-1: NR0B1 (DAX1) inhibition; P51843; HEK293 Gal4-DAX1 luciferase reporter, luminescence; inhibition, % at 6.75 µM; actives 0.99% (n = 340,000); AID 504766;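 active = inhibition above the mean over all tested compounds plus 3 SD, cut at about 4.2% in these data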;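 also: 0% = DAX1-transfected cells with DMSO and 100% = empty-vector control cells with DMSO; inhibition shows as a rise in luminescence from relieved DAX1 repression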
hgDAF-12 ag: activates the H. glycines DAF-12 receptor ligand-binding domain; activation, % at 6.8 µM; HEK293 GAL4-hgDAF12 UAS-luciferase reporter, agonist luminescence; normalized to butyrate control; actives 1.8% (n = 370,000);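 active = activation above a cutoff set at the mean of all screened compounds plus 3 SD, cut at about 10% in these data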;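 also: 0% = DMSO wells and 100% = sodium butyrate wells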
DAX1 inh-2: blocks DAX1 repression of SF-1 activated StAR promoter. HEK293T StAR-luciferase reporter, SF-1/DAX-1 repression relief. inhibition, % at 6.8 µM. actives 1.1% (n = 370,000). AID 652010;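 active = inhibition above the mean over all tested compounds plus 3 SD, cut at about 3.6% in these data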;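 also: 0% = DAX-1 cells with DMSO and 100% = cells lacking DAX-1 with DMSO; higher inhibition means more luminescence from relief of DAX-1 repression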
SMARCA2 act: increases SMARCA2 function in MMTV reporter cells; MG213 cells, MMTV-luciferase reporter, dexamethasone, overnight; activation, % at 9.1 µM; actives 1% (n = 370,000); AID 652017; in the data active = activation above about 7.8%;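 also: 0% = vehicle wells and 100% = reference activator wells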
PG9 Ab binder: binds the HIV-1 gp120 antibody PG9; TR-FRET gp120-PG9 antibody binding; inhibition, % at 6.7 µM; actives 0.43% (n = 360,000); in the data active = inhibition above about 8.5%
ssDAF-12 act: activators of S. stercoralis DAF-12 nuclear receptor; HEK293 ssDAF-12/GRIP1 lit1-tk-luc reporter, luminescence; % of 3 µM dafachronic acid response; activation, % at 6.8 µM; actives 1% (n = 370,000); AID 652126;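 active = activation above the mean over all tested compounds plus 3 SD, cut at about 0.9% in these data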;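 also: 0% = DMSO-only wells and 100% = 3 µM delta7-dafachronic acid wells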
NPR1 activator: GC-A (human) enzyme activation; P16066; HEK293 GC-A cells, cGMP TR-FRET, EC30 ANP; 0% at EC30 ANP, 100% saturating ANP; activation, % at 10 µM; actives 0.14% (n = 370,000); AID 1671463; in the data active = activation above about 40%
Target sequence (P16066 whole entry, looked up): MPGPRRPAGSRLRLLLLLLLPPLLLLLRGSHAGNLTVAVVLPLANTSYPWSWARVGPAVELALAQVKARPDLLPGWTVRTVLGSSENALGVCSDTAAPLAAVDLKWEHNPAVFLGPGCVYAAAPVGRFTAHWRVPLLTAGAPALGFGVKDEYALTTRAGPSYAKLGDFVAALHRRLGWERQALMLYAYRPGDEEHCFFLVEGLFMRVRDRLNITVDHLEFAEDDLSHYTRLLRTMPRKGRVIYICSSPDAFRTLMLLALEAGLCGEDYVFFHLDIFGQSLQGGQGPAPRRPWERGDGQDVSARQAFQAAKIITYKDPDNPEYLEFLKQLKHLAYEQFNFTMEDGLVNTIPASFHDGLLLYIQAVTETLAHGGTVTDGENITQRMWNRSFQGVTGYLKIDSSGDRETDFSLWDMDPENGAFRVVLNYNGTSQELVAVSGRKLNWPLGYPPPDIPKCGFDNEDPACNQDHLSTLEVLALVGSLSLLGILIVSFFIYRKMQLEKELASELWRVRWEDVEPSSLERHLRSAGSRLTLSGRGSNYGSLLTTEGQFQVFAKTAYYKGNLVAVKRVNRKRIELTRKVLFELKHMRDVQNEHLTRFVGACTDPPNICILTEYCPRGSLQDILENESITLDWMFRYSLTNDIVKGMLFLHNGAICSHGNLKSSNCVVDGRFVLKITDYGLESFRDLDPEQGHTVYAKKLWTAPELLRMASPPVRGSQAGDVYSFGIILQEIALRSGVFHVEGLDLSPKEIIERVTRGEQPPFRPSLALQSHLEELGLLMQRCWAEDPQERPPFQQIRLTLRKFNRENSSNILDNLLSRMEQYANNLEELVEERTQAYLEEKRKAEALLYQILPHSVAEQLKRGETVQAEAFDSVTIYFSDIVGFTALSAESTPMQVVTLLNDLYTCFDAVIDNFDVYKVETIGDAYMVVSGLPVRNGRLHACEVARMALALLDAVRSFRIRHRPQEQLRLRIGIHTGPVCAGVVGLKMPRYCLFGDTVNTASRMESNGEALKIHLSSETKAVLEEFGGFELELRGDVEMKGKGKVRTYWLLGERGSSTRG
GAA850 FXN act: activators of GAA850 frataxin (FXN) promoter. activation, % at 6 µM. actives 0.56% (n = 360,000). HEK293 lucGAA850 FXN promoter luciferase reporter, 24 h; percent of 10 µM SAHA response;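 active = activation above the average of all compounds screened plus 3 SD, cutoff fixed separately per campaign, cut at about 7.5% in these data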;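 also: 0% = DMSO wells and 100% = 10 µM SAHA wells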
* marks the source's active call; other numbers are inactive results; . = not tested or not shown.

SMILES	hcDAF-12 act	ADAM17 inh	ADAM10 inh	DAX1 inh-1	hgDAF-12 ag	DAX1 inh-2	SMARCA2 act	PG9 Ab binder	ssDAF-12 act	NPR1 activator	GAA850 FXN act
Cc1cc(C)cc(NC(=S)Nc2cccc3cnccc23)c1	0.0	-5.0	-11.2	-1.8	-2.2	-0.9	-2.2	-2.6	-0.8	-9.0	-0.3
O=C(Nc1c(Cl)cc(Cl)cc1C(=O)NCCN1CCOCC1)c1ccc(Cl)cc1Cl	3.8	0.3	-3.9	1.4	1.0	-0.7	2.1	-0.6	-0.1	-0.2	2.0
COC(=O)C1CN(Cc2ccc(Cl)cc2)CCS(=O)(=O)N1Cc1cn(Cc2ccc(OC)cc2)nn1 (stereo not drawn)	-1.7	3.9	9.0	.	2.5	-0.8	2.8	.	-1.0	-2.8	.
Cn1c(/C(C#N)=C(\O)COc2ccc3ccccc3c2)nc2ccccc21	1.5	2.3	1.5	0.4	1.5	0.2	-3.1	-0.6	-0.2	-3.4	1.4
c1ccc(CCNc2ncnc3sccc23)nc1	0.0	-3.0	4.0	-1.2	1.3	-2.8	-1.1	-0.4	-1.6	0.2	-0.9
COc1ccccc1CN(C)C[C@@H]1OCc2cnnn2CCCC(=O)N([C@@H](C)CO)C[C@H]1C	-0.8	0.1	2.8	1.3	4.2	-0.3	-4.2	1.6	-0.5	2.5	0.4
CSc1ccc(/C=N/NC(=O)c2sccc2C)cc1	7.1*	1.0	-14.1	1.0	15.7*	5.8*	0.2	-1.9	1.7*	-0.1	3.5
O=C(c1ccc2c(c1)OCO2)C1CCCN(Cc2ccc(OC(F)F)cc2)C1 (stereo not drawn)	-3.0	-3.4	-12.8	-0.6	-2.0	-4.6	-1.6	-0.6	-1.1	1.8	-1.1
COC(=O)[C@@H](NS(=O)(=O)c1ccc(F)cc1Br)C(C)C	-0.5	1.8	3.1	-0.8	-1.0	-0.4	-1.6	-1.5	-0.5	1.7	-0.8
CC(C(=O)Nc1ccc2c(c1)OCCO2)n1nnc(-c2ccccc2)n1 (stereo not drawn)	-1.3	-0.5	-3.7	-0.6	0.5	-0.5	0.3	-0.3	-1.0	4.3	1.8
Cc1ccc(S(=O)(=O)/N=C2/NC(=O)/C(=C/c3ccncc3)S2)cc1	2.3	5.0	-4.2	.	-1.8	0.5	-1.8	0.4	-1.0	-2.8	.
O=C(Cn1nnc(-c2ccccc2NC(=O)c2ccccc2)n1)Nc1ccc2c(c1)OCCO2	0.1	0.5	0.7	2.5	2.3	-0.1	-2.7	0.2	-1.6	-7.9	-0.5
O=C(c1ccco1)N1CCN(S(=O)(=O)c2ccc(S(=O)(=O)NC3CCCC3)cc2)CC1	-1.5	-3.3	7.2	1.1	-0.3	-0.6	-2.6	0.4	-1.5	-2.1	-2.9
COc1cc(C2NC(=O)NC(C)=C2C(=O)Nc2cccc(C)c2C)cc(OC)c1OC (stereo not drawn)	-0.5	-3.4	-6.4	1.0	1.9	0.6	-0.9	1.8	-1.0	4.4	1.7
C#CCOCCOCCOCCNc1nc(N2CCN(C(=O)[C@H](CCCCN)n3cc(CN)nn3)CC2)nc(N2CCN(C(=O)[C@H](CO)n3cc([C@@H](N)C(C)C)nn3)CC2)n1	-1.1	3.9	1.6	2.2	1.1	0.4	0.7	0.3	-1.2	3.7	0.6

Quoted from the listing:
Reading of c1ccc(CCNc2ncnc3sccc23)nc1 in SMARCA2 act: -1.1
Reading of COC(=O)C1CN(Cc2ccc(Cl)cc2)CCS(=O)(=O)N1Cc1cn(Cc2ccc(OC)cc2)nn1 (stereo not drawn) in hcDAF-12 act: -1.7
Reading of COC(=O)[C@@H](NS(=O)(=O)c1ccc(F)cc1Br)C(C)C in SMARCA2 act: -1.6

Record cards (already shown). Order of values: hcDAF-12 act | ADAM17 inh | ADAM10 inh | DAX1 inh-1 | hgDAF-12 ag | DAX1 inh-2 | SMARCA2 act | PG9 Ab binder | ssDAF-12 act | NPR1 activator | GAA850 FXN act
Listed for O=C(c1ccco1)N1CCN(S(=O)(=O)c2ccc(S(=O)(=O)NC3CCCC3)cc2)CC1 : -1.5 | -3.3 | 7.2 | 1.1 | -0.3 | -0.6 | -2.6 | 0.4 | -1.5 | -2.1 | -2.9
Listed for Cc1cc(C)cc(NC(=S)Nc2cccc3cnccc23)c1 : 0.0 | -5.0 | -11.2 | -1.8 | -2.2 | -0.9 | -2.2 | -2.6 | -0.8 | -9.0 | -0.3

(next part)
SMILES	hcDAF-12 act	ADAM17 inh	ADAM10 inh	DAX1 inh-1	hgDAF-12 ag	DAX1 inh-2	SMARCA2 act	PG9 Ab binder	ssDAF-12 act	NPR1 activator	GAA850 FXN act
Cc1cc(NCCN2CCOCC2)n2nc(C)c(-c3ccccc3)c2n1	-0.1	-1.8	-8.1	-1.2	-1.5	0.1	-2.1	-1.3	-1.1	0.6	-0.5
Cc1cc(C(=O)CSc2nc(N)cc(=O)[nH]2)c(C)n1-c1cccc(F)c1	-1.9	5.5	2.9	-3.1	-3.6	-2.2	0.3	-1.3	-1.6	-4.1	0.9
Cc1ccc(NC(=O)c2cc(S(=O)(=O)N3CCCCC3)ccc2N2CCOCC2)cc1	0.1	6.2	3.5	-0.6	0.3	0.0	5.6	1.5	-1.1	-4.0	-0.2
O=C(CN(CC1CCCO1)C(=O)CNS(=O)(=O)c1ccc(Cl)cc1)NCC1CCCO1 (stereo not drawn)	0.1	-5.0	-2.0	0.0	1.4	-0.3	-4.3	3.4	-0.5	2.3	0.4
CC1=CC(=C(C#N)C#N)C=C(C)N1CCN1CCN(C(=O)Nc2ccc(Cl)c(Cl)c2)CC1	-0.4	-1.9	-5.2	-0.3	-1.0	0.1	-2.1	1.3	-1.5	0.7	1.9
O=S(=O)(NCc1ccccc1Cl)c1ccc(-n2cnnn2)cc1	0.4	-2.7	6.8	0.1	-1.3	-0.3	-2.4	-0.6	-1.5	-5.4	0.8
CC(C)CNCC(=O)N1c2ccccc2Sc2ccccc21	-2.0	-1.9	-8.6	-0.2	-2.1	0.3	-3.6	-0.3	-1.5	-36.7	1.2
COc1ccccc1N(C)S(=O)(=O)c1ccc(Cl)c(C(=O)N2CCC(C(N)=O)CC2)c1	-0.7	-0.8	-2.7	-0.6	5.7	-0.8	2.5	-2.3	-1.8	-0.3	0.3
COc1ccccc1/C=C/C(=O)NCC(=O)N/N=C/c1ccc(C(=O)O)cc1	-0.8	-18.2	-56.5	-1.2	0.3	0.6	3.5	-3.5	-1.0	-1.4	0.2
CC1CCCN(CC(=O)Nc2ccc(S(=O)(=O)NC3CCCCC3)cc2)C1 (stereo not drawn)	2.0	-1.6	0.7	-2.2	-0.4	-1.0	-3.2	-0.1	-2.5	2.7	0.9
Cn1c(SCc2nc(-c3ccc(Cl)cc3)no2)nnc1-c1ccccc1	-0.9	-2.1	-7.0	-1.0	-0.5	-0.4	-0.7	-2.4	-1.7	-2.0	-0.2
Cc1ccccc1OCCCCN1CCCCC1	-0.7	-7.8	2.2	1.7	-2.6	0.2	-0.8	1.1	-0.4	-2.9	0.0
COc1ccc(C2=NCC(CSc3nccc(=O)[nH]3)S2)cc1 (stereo not drawn)	-0.8	-0.6	1.3	1.1	-1.6	0.5	3.0	-2.2	-0.6	-5.2	1.1
CCN1C(=O)N[C@H]2C[C@H](C(=O)N3CCCC3)[C@H](C)[C@H](c3ccccc3)C[C@H]21	0.8	-2.5	-7.3	.	0.7	0.2	1.9	-0.7	-0.6	-4.0	.
O=C(Nc1ccc(Cl)cc1)C1CCCN1C(=O)NCc1ccccc1 (stereo not drawn)	-0.7	-1.0	-6.1	0.1	-1.9	0.1	-1.1	-0.1	-1.5	-0.3	0.1
COc1ccc(C(=O)OCC(=O)Nc2ccc(F)c(F)c2F)cc1OC	-0.9	1.3	6.8	-0.2	-2.4	-0.3	10.1*	-0.7	-1.0	2.5	-0.2
CC(C)CC(NC(=O)OC(C)(C)C)c1cn([C@@H](CCCCNC(=O)OC(C)(C)C)C(=O)N2CCN(C(=O)OC(C)(C)C)CC2)nn1 (stereo partly drawn)	-0.9	3.8	5.8	-1.2	-3.3	-0.2	2.3	-1.1	-1.0	2.3	3.8
COc1ccc(S(=O)(=O)N2CCOCC2)cc1C(=O)N(C)CCOc1ccc(Cl)cc1	-0.6	-5.3	-15.8	-0.4	-3.1	-1.0	-3.7	-0.3	-1.7	-6.1	1.4
COCCN1CC(CNC(=O)c2cc(COc3ccccc3SC)on2)CC1=O (stereo not drawn)	-1.9	-1.9	-5.2	-0.7	-1.6	1.0	-2.5	-1.4	-1.2	9.9	-0.5
CCc1cc(C(=O)OC)c(N2C(=O)C3C4C=CC(C4)C3C2=O)s1 (stereo not drawn)	-1.0	-7.5	-4.4	0.0	-1.5	-1.0	-2.1	1.0	-0.8	2.2	3.4
COC(=O)c1ccc(-n2c(C)ccc2-c2ccccc2)cc1	0.2	-6.6	-4.2	0.3	5.7	0.4	2.9	1.1	-0.5	-2.9	1.3
COc1ccc(-c2cnc(C(O)c3ccc(C(C)(C)C)cc3)[nH]2)cc1 (stereo not drawn)	0.1	1.6	-4.3	.	1.6	-0.5	-1.3	0.1	-1.3	-3.2	1.3
O=C(O)CCC(=O)N1N=C(c2ccc(Br)cc2)CC1c1cccc(Br)c1 (stereo not drawn)	3.9	1.4	-2.5	2.3	4.5	0.3	-0.5	-3.1	0.0	-2.9	1.2
Cc1cccn2c(=O)c(C=NCc3ccccc3)c(NCCO)nc12	-2.5	-103.0	-294.1	0.0	0.1	0.1	-1.8	0.0	-0.7	4.7	1.2
Cc1cc(=O)oc2c(C)cc(C(C)(C)C)cc12	-0.9	-1.1	3.1	0.4	-0.7	-0.8	3.6	-0.5	-1.1	1.2	0.0
O=C(CCNS(=O)(=O)c1ccccc1)NNC(=O)c1csc(N2CCOCC2)n1	-1.3	-3.2	-25.8	0.8	-1.6	-1.1	-3.1	-0.7	-0.8	2.4	-1.9
N=c1c2c(ncn1Cc1ccco1)Oc1cc(O)ccc1C2c1ccccc1 (stereo not drawn)	-2.6	-1.2	1.6	-0.4	-2.6	-1.3	-2.3	-0.3	-2.0	-14.4	-0.2
CC1(NC(=O)CCc2ccccc2)CCN(CCCc2ccccc2)C1=O (stereo not drawn)	-1.5	-0.9	1.7	-0.4	-1.1	-0.1	0.5	0.3	-1.1	0.3	2.1
O=C(O)C1CCN(c2c([N+](=O)[O-])cc(C(F)(F)F)cc2[N+](=O)[O-])CC1	0.1	-2.7	-9.2	2.0	-1.4	0.2	-2.2	-0.3	-1.1	-4.8	-1.7
O=C(COc1ccccc1)Nc1nnc(-c2ccc(F)cc2)o1	1.4	-0.7	-2.7	0.4	-1.9	0.5	-1.6	-1.8	-1.1	-0.4	1.5
CCOC(=O)C1=CCN(S(=O)(=O)c2ccc(Cl)cc2)C1c1ccc(Cl)c(Cl)c1 (stereo not drawn)	-1.8	1.0	-7.5	.	1.2	-1.5	-4.1	-0.1	-1.1	-21.2	.
CCOc1ccc(CCN2C(=O)C(=O)N([C@@H](Cc3ccc(O)cc3)CN3CCC[C@@H]3CN3C(=O)C(=O)NC[C@@H]3Cc3ccccc3)C[C@@H]2Cc2ccccc2)cc1	-1.2	-0.4	-0.4	0.9	1.4	0.2	-3.8	1.3	-1.1	2.0	2.8
COc1cccc(N2C(=O)Nc3ccc(Br)cc3C2(O)C(=O)NCCN(C)C)c1 (stereo not drawn)	0.8	-4.3	3.1	0.7	-1.2	-0.3	2.3	-1.4	-0.8	2.3	2.4
